High-throughput results deposited in PubChem BioAssay by The Scripps Research Institute Molecular Screening Center.
PP5 primary: blocks human protein phosphatase 5 activity; P53041; purified PP5c, OMFP substrate fluorescence; inhibition, % at 6.7 µM; hit rate 0.18% among 320,000;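 active = inhibition above the campaign's mean inhibition across all tested compounds plus 3 SD, cut at about 9.5% in these data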;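 also: 0% = DMSO only and 100% = 100 µM cantharidin control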
proCasp7 act: counter-screen for procaspase-3 activators: activators of human procaspase-7; hit rate 0.093% among 330,000; P55210; recombinant procaspase-7, Ac-DEVD-pNA absorbance 405 nm; D23A/D198A/D206A triple mutant, cannot self-cleave; scale: DMSO 0, 5 µM enzyme 100; activation, % at 8.5 µM;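 active = percent activation above the screen-wide mean plus 3 SD, cut at about 25% in these data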
Target sequence (P55210 whole entry D23A/D198A/D206A): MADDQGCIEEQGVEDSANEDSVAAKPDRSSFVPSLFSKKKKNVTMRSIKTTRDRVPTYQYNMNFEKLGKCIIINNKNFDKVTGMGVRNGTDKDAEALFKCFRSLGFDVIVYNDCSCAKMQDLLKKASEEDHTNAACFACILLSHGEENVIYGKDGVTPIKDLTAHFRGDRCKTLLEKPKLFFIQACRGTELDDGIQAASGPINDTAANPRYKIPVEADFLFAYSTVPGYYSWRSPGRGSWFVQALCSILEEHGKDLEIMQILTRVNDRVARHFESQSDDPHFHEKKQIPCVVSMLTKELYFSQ
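Assay system: Uncleavable procaspase-7 mutant enzyme / Input: 2 µM procaspase-7 mutant as dispensed / Dosing: single nominal 8.5 µM compound dose, 0.8% DMSO final / Timing: 1 h enzyme–compound preincubation and 2 h substrate reaction, both 25 °C / Detection: p-Nitroaniline absorbance at 405 nm, read at 0 and 120 min / Replication: singlicate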
TPT1 inhibitor: inhibitors of Candida albicans tRNA 2'-phosphotransferase TPT1 | inhibition, % at 5 µM | recombinant caTPT1, FP RNA substrate dephosphorylation | hit rate 0.81% among 300,000;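 active = inhibition above the mean of all tested compounds plus 3 SD, set per screening campaign, cut at about 24% in these data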;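 also: plate controls were DMSO alone for no effect and ferristatin control at 100 nM for full effect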
AHR act: activators of human aryl hydrocarbon receptor; P35869; AHR-responsive luciferase reporter cells, luminescence; activation, % at 5 µM; hit rate 2.5% among 320,000; AID 2796; in the data active = activation above about 47%;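 also: 0% = vehicle wells and 100% = reference agonist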
Target sequence (P35869 whole entry, looked up): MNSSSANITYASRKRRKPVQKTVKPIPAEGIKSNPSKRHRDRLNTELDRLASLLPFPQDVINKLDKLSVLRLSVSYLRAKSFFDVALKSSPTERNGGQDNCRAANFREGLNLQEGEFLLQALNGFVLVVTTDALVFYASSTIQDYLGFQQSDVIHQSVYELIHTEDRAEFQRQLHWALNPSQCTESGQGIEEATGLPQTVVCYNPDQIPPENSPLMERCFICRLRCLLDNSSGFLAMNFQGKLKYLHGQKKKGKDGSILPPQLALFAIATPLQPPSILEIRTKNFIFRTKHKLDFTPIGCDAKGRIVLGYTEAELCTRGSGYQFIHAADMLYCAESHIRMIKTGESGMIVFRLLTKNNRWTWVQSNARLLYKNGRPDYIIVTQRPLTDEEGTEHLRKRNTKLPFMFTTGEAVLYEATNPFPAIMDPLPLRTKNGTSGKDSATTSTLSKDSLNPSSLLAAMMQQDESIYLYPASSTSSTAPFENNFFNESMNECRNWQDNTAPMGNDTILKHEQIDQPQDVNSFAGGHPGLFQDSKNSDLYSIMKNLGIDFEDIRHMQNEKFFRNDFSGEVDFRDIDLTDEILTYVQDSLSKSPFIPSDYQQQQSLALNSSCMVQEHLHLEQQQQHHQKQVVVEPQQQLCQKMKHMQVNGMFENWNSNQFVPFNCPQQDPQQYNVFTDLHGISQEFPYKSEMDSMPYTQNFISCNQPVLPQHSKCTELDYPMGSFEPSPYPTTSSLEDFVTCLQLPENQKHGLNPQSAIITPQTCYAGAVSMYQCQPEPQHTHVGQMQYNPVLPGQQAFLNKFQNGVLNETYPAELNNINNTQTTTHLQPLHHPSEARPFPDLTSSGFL
PAFAH2 FP inh: inhibitors of human PAFAH2; hit rate 0.99% among 340,000; AID 492956; Q99487; recombinant PAFAH2, FP-rhodamine activity probe, fluorescence polarization; inhibition, % at 3.39 µM;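 active = inhibition above the mean over all tested compounds plus 3 SD, cut at about 30% in these data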;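 also: inhibitors block probe labeling of enzyme so polarization drops; 0% = enzyme with DMSO and 100% = wells lacking PAFAH2 protein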
PP1 inh: PP1-alpha (human) inhibition in PP5 counter-screen | inhibition, % at 6.7 µM | purified PP1alpha, OMFP fluorescence | hit rate 0.9% among 320,000;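 active = inhibition above the mean inhibition of all tested compounds plus 3 SD, computed separately for each screening campaign, cut at about 15% in these data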
proCasp3 act: procaspase-3 (human) activation. recombinant procaspase-3 D3A, Ac-DEVD-pNA absorbance 405 nm. activation, % at 8.5 µM. hit rate 0.11% among 330,000. AID 463141;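 active = activation above the mean of all tested compounds plus 3 SD, cut at about 21% in these data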;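 also: 0% = DMSO alone and 100% = DMSO wells spiked with extra 5 µM PC-3 D3A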
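Evaluation: percent activation relative to control range; Material: Procaspase-3 D3A mutant, all three cleavage aspartates alanine; Compound: single dose, 8.5 µM nominal compound, 0.8% DMSO; Replication: one well per compound; Signal: absorbance at 405 nm, 0 and 120 min; Schedule: 1 h preincubation plus 2 h reaction at 25 °C.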
CTSL1 counter: blocks F. hepatica cathepsin L1 in PFM18AAP counter-screen. inhibition, % at 5.96 µM. hit rate 0.49% among 300,000. recombinant F. hepatica cathepsin L1, Z-Leu-Arg-MCA fluorescence;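 active = inhibition above the mean of all tested compounds plus 3 SD, set per screening campaign, cut at about 17% in these data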;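 also: 0% = plate median of test compound wells and 100% = 1 µM Z-Phe-Ala-diazomethylketone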
HCV core dimer: HCV core protein dimerization inhibition. AID 1899. inhibition, % at 5 µM. hit rate 0.33% among 300,000. TR-FRET GST/Flag-core106 dimerization, 1536-well;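 active = inhibition above the mean of all tested compounds plus 3 SD, set per screening campaign, cut at about 45% in these data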
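System: GST/Flag-tagged HCV core106 proteins. Incubation: compound-protein-antibody incubation 4 h at 22.5 °C. Technique: HTRF with 340 nm excitation, 617/671 nm emission. Medium: KF-containing HEPES buffer, pH 7.45, DTT, CHAPS, BSA. Read-out: inhibition (%) from 671 over 617 nm ratio. Also added: Eu(K)-anti-GST 90 ng/mL plus XL665-anti-Flag 1 µg/mL.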
* hit, by the source's call; / = not tested or not shown.

SMILES	PP5 primary	proCasp7 act	TPT1 inhibitor	AHR act	PAFAH2 FP inh	PP1 inh	proCasp3 act	CTSL1 counter	HCV core dimer
COc1ccc(S(=O)(=O)Oc2cccc(/C=N/N=C3/NC(=O)C(CC(=O)O)S3)c2)cc1 (configuration not stated)	0.4	10	1	2	5	-1	-3	3	6
O=[N+]([O-])c1ccc(/C=N/Nc2nc3ccccc3o2)cc1	-1.3	0	-5	1	-7	-4	0	-5	2
O=C(c1nc2ccccc2s1)N1CCN(c2ccccn2)CC1	-2.3	7	1	37	-5	2	1	-3	6
COc1ccc(N2CCN(CC(O)COc3ccccc3[N+](=O)[O-])CC2)cc1 (configuration not stated)	3.9	-5	0	4	8	-3	6	2	8
Cc1ccc(NC(=O)C2CCN(S(=O)(=O)c3ccc4c(c3)OCCCO4)CC2)nc1	1.8	-1	-3	0	-3	-4	-19	3	1
COc1ccc2c(c1OC)C(=O)OC2Nc1nc(-c2cc3cc(Br)ccc3oc2=O)cs1 (configuration not stated)	5.3	-11	-1	1	7	-1	-12	-2	0
O=C(CN1C(=O)COc2ccc(Cl)cc21)Nc1ccc2c(c1)OCCO2	2.3	4	0	4	0	0	1	-2	2
CCCCCOc1ccc(C(=O)Nc2ccc(N3CCOCC3)cc2N2CCOCC2)cc1	-0.7	5	/	1	-2	-1	3	/	/
Cc1ccccc1-c1nc2sc3c(c2c(=O)o1)CCC3	-0.1	11	-4	1	76*	-3	-5	-4	5
NS(=O)(=O)c1ccc(N/N=C/c2ccc[nH]2)c([N+](=O)[O-])c1	2.0	-10	-3	-5	-3	2	-4	3	-26
O=C(N=C1SC2CS(=O)(=O)CC2N1c1ccc(F)c(Cl)c1)C1CC1 (configuration not stated)	0.9	6	-3	2	2	7	3	1	-3
CSc1ccccc1C(=O)Nc1ncc(C)s1	0.4	3	-6	17	0	2	-6	1	1
Nc1nc(SCC(=O)NCc2ccc(F)cc2)[nH]c(=O)c1NC(=O)c1ccc(Cl)cc1	1.6	-4	0	-1	-8	-1	6	-2	6
O=C(NCc1ccncc1)C12CC3CC(CC(Cl)(C3)C1)C2	1.4	-3	-4	1	-6	1	16	1	0
CCCNC(=O)OC[C@H]1O[C@H](CCO/N=C/c2ccc(C(=O)N3[C@H](c4ccc(C)cc4)[C@@H](C)CC[C@H]3C(=O)OC)cc2)C=C[C@@H]1Oc1ccc(OC)cc1	6.3	0	4	3	/	12	4	1	10
Cc1ccc(C)n1-c1sc2c(c1C#N)CCC(C)C2 (configuration not stated)	1.3	-8	-4	4	-7	2	-2	-1	14
Cn1c(=O)[nH]c(=O)c2cc(C(=O)c3cc(F)ccc3O)cnc21	0.4	11	9	2	-4	-5	5	2	3
COc1cc(C(=O)NNC2=NC(C)(C)Cc3cc(C)c(C)cc32)cc(OC)c1OC	2.0	5	-3	0	6	-1	-3	-1	-3
COc1ccc(C(=O)OCc2nc(N)nc(Nc3ccccc3C)n2)cc1OC	-1.2	-5	5	5	2	-4	-4	-2	7
CN(CC(=O)Nc1n[nH]c(=S)s1)S(=O)(=O)c1cccc2cccnc12	3.4	-5	-1	8	2	-3	-1	3	9
CCOC(=O)c1ccccc1NC(=O)CSc1ccc(-c2cccnc2)nn1	-1.3	-1	3	0	-1	0	-2	-1	6
Cc1c(C(=O)N2CCCC(C(F)(F)F)C2)oc2ccccc12 (configuration not stated)	1.1	-8	/	-1	0	0	8	/	/
Cc1cccc(NC(=S)NC2CCCC2)n1	-2.4	-2	2	4	3	-2	4	-1	-4
Cc1ccc(C(=O)Nc2ccnc(-c3ccncc3)n2)cc1	-0.6	8	3	23	2	-5	0	1	12
COCCOC(=O)C1=C(C)Nc2nc(C)nn2C1c1ccccc1 (configuration not stated)	1.5	-6	4	3	-5	0	-5	3	-3
COc1cccc(NC(=O)CN(C)C(=O)c2ccc(COc3ccccc3)o2)c1	-0.9	-2	/	2	0	-3	6	/	/
CCn1cnc2c1c(=O)n(CC(=O)Nc1ccc3c(c1)OC(F)(F)O3)c(=O)n2Cc1ccccc1	5.0	12	5	0	-1	3	-2	3	11
CCC(=O)Nc1ccc(-n2nnnc2SCC(=O)NNC(=O)c2ccco2)cc1	-1.6	-13	-2	0	/	-1	5	0	2
COC(=O)NCc1ccc(S(=O)(=O)N2CCOCC2)cc1	2.4	0	-1	-5	-2	-3	2	-6	-9
CC(C)C1Cc2c(sc(NC(=S)NC(=O)c3ccccc3)c2C#N)CO1 (configuration not stated)	1.6	-6	1	13	-14	-2	-1	1	6
CCC(=O)Nc1ccc(S(=O)(=O)Nc2cc(C)on2)cc1	-3.2	-6	-3	-1	0	-1	8	0	-3
COc1ccc(N2CCN(C(=O)c3cc(-c4cc(OC)ccc4OC)nc4ccccc34)CC2)cc1	3.3	9	-4	5	-4	0	9	-2	10
BrC(=C\c1ccccc1)/C=N/N1CCN(Cc2ccccc2)CC1	1.6	3	-3	2	9	3	-1	2	-4
CC(=O)c1cccc(NC2c3ncccc3C(=O)N2Cc2ccco2)c1 (configuration not stated)	0.3	-4	-3	-2	6	0	9	-2	5
CCOC(=O)C1CCN(S(=O)(=O)c2ccc3c(c2)CCCN3C(C)=O)CC1	0.7	-4	0	1	-4	-5	-7	0	-10
Cn1c(=O)[nH]c(=O)c2c1nc(Br)n2CCSc1nnnn1-c1ccccc1	2.6	16	-4	-1	-3	0	1	1	-3

In another format: entries from further up.
COC(=O)NCc1ccc(S(=O)(=O)N2CCOCC2)cc1
  PP5 primary = 2.4 | proCasp7 act = 0 | TPT1 inhibitor = -1 | AHR act = -5 | PAFAH2 FP inh = -2 | PP1 inh = -3 | proCasp3 act = 2 | CTSL1 counter = -6 | HCV core dimer = -9
COc1ccc(N2CCN(C(=O)c3cc(-c4cc(OC)ccc4OC)nc4ccccc34)CC2)cc1
  PP5 primary = 3.3 | proCasp7 act = 9 | TPT1 inhibitor = -4 | AHR act = 5 | PAFAH2 FP inh = -4 | PP1 inh = 0 | proCasp3 act = 9 | CTSL1 counter = -2 | HCV core dimer = 10
CC(=O)c1cccc(NC2c3ncccc3C(=O)N2Cc2ccco2)c1 (configuration not stated)
  PP5 primary = 0.3 | proCasp7 act = -4 | TPT1 inhibitor = -3 | AHR act = -2 | PAFAH2 FP inh = 6 | PP1 inh = 0 | proCasp3 act = 9 | CTSL1 counter = -2 | HCV core dimer = 5
CCC(=O)Nc1ccc(S(=O)(=O)Nc2cc(C)on2)cc1
  PP5 primary = -3.2 | proCasp7 act = -6 | TPT1 inhibitor = -3 | AHR act = -1 | PAFAH2 FP inh = 0 | PP1 inh = -1 | proCasp3 act = 8 | CTSL1 counter = 0 | HCV core dimer = -3

Further results
SMILES	PP5 primary	proCasp7 act	TPT1 inhibitor	AHR act	PAFAH2 FP inh	PP1 inh	proCasp3 act	CTSL1 counter	HCV core dimer
NC(=O)c1cc(S(=O)(=O)N2CC=C(c3ccccc3)CC2)cs1	2.5	-1	-4	2	4	-1	8	5	-8
O=C(O)C1CCCCC1C(=O)NCc1ccc(Cl)c(Cl)c1 (configuration not stated)	0.1	8	1	3	10	3	-3	-2	2
Cc1ccsc1-c1nc(CSCC(=O)NCc2ccc3c(c2)OCO3)c(C)o1	0.7	1	0	4	1	4	-1	4	-8
Cc1ccc2nc(NCCO)nc(-c3ccccc3)c2c1	-1.6	0	-2	6	5	10	-6	1	10
O=C(CCc1ccc(S(=O)(=O)N2CCOCC2)cc1)Nc1ccc2ccccc2c1	3.7	5	-4	9	3	-4	7	1	2
O=C(CC1C(=O)NCCN1C/C=C/c1ccccc1)NCCc1ccncc1 (configuration not stated)	3.8	8	6	0	-4	1	2	-1	4
CC1CC(C)CN(C(=O)c2cc(S(=O)(=O)N3CCCCC3)ccc2Cl)C1 (configuration not stated)	1.8	3	2	0	-2	0	9	1	3
CCOC(=O)COc1ccc(S(=O)(=O)NCc2ccncc2)cc1	-0.3	-6	-2	0	8	0	1	-5	-3
COc1ccccc1N1C(=O)CC1(C#N)c1ccc(OCc2ccccc2)cc1 (configuration not stated)	1.8	2	-2	19	9	5	11	-2	9
COc1cccc(Oc2nnnn2-c2ccccc2)c1	-0.5	13	1	5	2	3	0	2	1
CCSC1=C(C#N)C(c2ccccc2OC)CC(=O)N1 (configuration not stated)	0.7	-4	0	0	-3	1	1	2	1
O=C(NCCS(=O)(=O)N1CCN(c2ccccc2F)CC1)C1CC(=O)N(c2ccc(F)cc2)C1 (configuration not stated)	0.8	3	0	0	-2	0	7	-1	2
O=C(C1CCN(S(=O)(=O)c2cccc3cccnc23)CC1)N1CC=C(c2ccccc2)CC1	2.8	-2	-4	3	/	1	-4	0	15
CC(C)NC(=O)CSc1ccccc1C(=O)NNC(=O)Cn1ccc(C(F)(F)F)n1	-0.6	5	1	3	8	-6	-3	1	-1
N#Cc1c(N)n(-c2ccccc2)c(=O)c2cc([N+](=O)[O-])ccc12	-2.0	-1	-4	1	-3	-1	1	4	1
CC1CCN(C(=O)c2cccc(S(=O)(=O)N3CCCCC3)c2)CC1	0.9	2	1	0	1	-7	-1	4	-3
COc1ccc(Cl)cc1Nc1nc(-c2sc(NC(=O)C(C)(C)C)nc2C)cs1	-2.1	-5	5	16	3	0	1	-3	-11
CCCn1c(SCC(=O)Nc2cc(Cl)ccc2OC)n[nH]c1=O	2.0	16	-3	16	0	-3	9	-3	10
Clc1cccc(C[n+]2cc(-c3ccccc3)n3c2CCC3)c1	0.0	-6	2	1	-10	1	2	1	1
N#C/C(=C(/O)CSc1ncn[nH]1)c1nc2ccccc2[nH]1	-4.1	-1	21	36	2	-1	-3	2	24
CC(=O)N1CCc2cc(S(=O)(=O)CCC(=O)Nc3ccc(Cl)cc3F)ccc21	0.1	-5	-5	2	-2	-2	-4	7	9
Cc1ccc(-c2nnn(CC(=O)N(c3cccc(F)c3)C(C(=O)NC3CCCC3)c3ccco3)n2)o1 (configuration not stated)	4.3	13	4	-2	0	1	0	2	-3
O=C(N/N=C/c1ccc(OCc2cnc(Cl)s2)cc1)c1ccncc1	-1.8	9	-2	13	-5	-3	10	-1	-1
N#Cc1cc2c(cc1NC(=O)CCn1cnnn1)OCO2	-3.1	3	1	6	-2	-10	-1	-4	-14
Cc1ccc(NC(=S)NC(=O)c2cccs2)cc1F	/	-8	/	5	1	/	-5	/	/
O=C(COC(=O)Cc1ccc(Cl)c(Cl)c1)NCc1ccco1	-0.5	2	-1	-2	4	-5	1	-4	0
Cc1cc2c(cc1S(=O)(=O)N1CCOCC1)NC(=O)CO2	-2.4	0	-3	0	-6	-3	-2	2	-1
NC(=O)CNC(=O)[C@@H]1CC2(CC(c3ccccc3)=NO2)CN1C(=O)c1ccc(Br)cc1 (some centres not stated)	2.3	5	-1	3	-4	1	8	-2	-4
O=C1c2ccccc2NC2CCCCC12 (configuration not stated)	-0.9	-10	-1	0	10	2	3	1	-1
Cc1ccc(C)c(C(=O)NC2CC(C)(C)NC(C)(C)C2)c1	-0.7	1	0	-2	-6	-2	2	-1	-9
CC1(c2ccccc2)NC(=O)N(CC#N)C1=O (configuration not stated)	0.0	2	-9	-2	-4	-2	9	2	-6
FC(F)(F)c1cc(C(F)(F)F)c2ccc(N/N=C/c3ccccc3)nc2n1	4.0	5	-2	0	13	4	-8	-2	-1
